PfM18AAP inh: PfM18AAP enzyme inhibition | recombinant PfM18AAP, H-Glu-NHMec fluorogenic cleavage | 290,000 tested, 1.2% active | inhibition, % at 7.35 µM;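 active = inhibition above the campaign mean inhibition over all tested compounds plus 3 SD, cut at about 28% in these data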;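 note: 0% = plate median of test compound wells and 100% = 2 mM ZnCl2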
MEKK2wt PB1 HTS: raises or lowers MEK5 binding to wildtype human MEKK2 PB1 domain | Q9Y2U5 | bead flow cytometry, Alexa488-MEK5 binding to MEKK2 WT; actives lie on both sides | binding response (% of control), % at 10 µM | 290,000 tested, 1.1% active | AID 1531; in the data active = binding response below about 67% or above about 130%
V1aR counter: counter-screen for oxytocin receptor agonists: human V1a receptor agonists | P37288 | CHO-V1R cells, Fluo-8 calcium fluorescence, agonist mode; 0% DMSO, 100% 3 nM vasopressin | activation, % at 3 µM | 320,000 tested, 0.25% active | AID 2797;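 active = activation above the mean activation of all tested compounds plus 3 SD, per screening run, cut at about 20% in these data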;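 note: signal is peak over basal fluorescence ratio across a 100 second FLIPR read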
Target sequence (P37288 whole entry, looked up): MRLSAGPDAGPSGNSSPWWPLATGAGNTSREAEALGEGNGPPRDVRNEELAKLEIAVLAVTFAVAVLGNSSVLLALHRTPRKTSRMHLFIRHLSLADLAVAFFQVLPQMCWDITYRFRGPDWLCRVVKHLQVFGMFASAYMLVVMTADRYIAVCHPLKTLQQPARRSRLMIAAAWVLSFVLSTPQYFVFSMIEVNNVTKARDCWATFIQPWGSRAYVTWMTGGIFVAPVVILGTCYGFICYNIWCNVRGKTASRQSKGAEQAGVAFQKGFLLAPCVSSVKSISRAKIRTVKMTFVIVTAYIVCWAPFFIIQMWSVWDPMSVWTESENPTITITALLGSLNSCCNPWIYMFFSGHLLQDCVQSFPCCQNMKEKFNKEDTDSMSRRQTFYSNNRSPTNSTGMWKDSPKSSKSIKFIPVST
NALP1 yeast inh: blocks the NALP1 inflammasome reconstituted in yeast; S. cerevisiae NALP1/ASC/caspase-1 growth, X-gal OD620, 72 h; inhibition, % at 10 µM; 280,000 tested, 0.61% active; AID 2071; in the data active = inhibition mostly above about 24%, no sharp cut-off; inactive = mostly below about 32%; note: some compounds called inactive have numbers as strong as hits
GPR7 antag: antagonists of human GPR7 (neuropeptides B/W receptor 1). P48145. GPR7-expressing cells, fluorescence antagonist assay. inhibition, % at 4.4 µM. 290,000 tested, 1.1% active. AID 1861; in the data active = inhibition above about 16%, passing the limit was not always enough;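 note: cells stimulated with the agonist NPW; 0% = agonist with vehicle and 100% = vehicle without agonist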
Target sequence (P48145 whole entry, looked up): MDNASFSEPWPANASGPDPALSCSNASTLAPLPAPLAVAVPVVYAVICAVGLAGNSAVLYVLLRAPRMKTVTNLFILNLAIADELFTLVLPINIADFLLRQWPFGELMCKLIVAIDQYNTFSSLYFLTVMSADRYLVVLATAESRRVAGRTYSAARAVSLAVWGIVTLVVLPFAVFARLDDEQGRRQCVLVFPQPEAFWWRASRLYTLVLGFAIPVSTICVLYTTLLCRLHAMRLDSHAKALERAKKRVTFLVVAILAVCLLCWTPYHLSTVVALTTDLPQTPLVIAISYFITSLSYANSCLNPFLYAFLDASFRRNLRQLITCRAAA
OXTR agonist: human OXTR agonism. 320,000 tested, 0.32% active. activation, % at 3 µM. CHO-OTR cells, Fluo-8 calcium fluorescence; normalized: DMSO 0%, oxytocin 100%. P30559. AID 2435;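 active = activation above the mean of all tested compounds plus 3 SD, cutoff set per screening run, cut at about 20% in these data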;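 note: peak over basal fluorescence ratio from a 100 s FLIPR kinetic read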
GalR3 antag: blocks the human galanin receptor 3; O60755; inhibition, % at 3 µM; 360,000 tested, 0.44% active; HEK293 GalR3-CNG cAMP membrane potential fluorescence; galR3 body fused to GalR1 C-terminus;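 active = inhibition above the screen-wide average plus 3 SD, cut at about 13% in these data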;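 note: forskolin and galanin both at EC90 stimulate the cells; cAMP rise reported by CNG channel membrane potential dye signal; 0% = forskolin plus galanin with DMSO and 100% = forskolin alone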
MEKK2 mut-MEK5: signal of MEK5 binding to mutant human MEKK2 PB1 domain. 290,000 tested, 0.35% active. AID 1530. percent response, % at 10 µM. bead flow cytometry, Alexa488-MEK5 binding to MEKK2 mutant; in the data active = percent response above about 24%, passing the limit was not always enough; note: inactives centre near 1; some results filed as inactive read as strong as hits
OXTR potentiate: potentiates the human oxytocin receptor response; CHO-OTR cells, Fluo-8 calcium fluorescence, potentiator mode; 0% = oxytocin EC15, 100% = EC100; 320,000 tested, 0.061% active; activation, % at 3 µM; AID 2445; P30559;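 active = activation above that plate's cutoff, the mean activation of tested compounds plus 3 SD, cut at about 6.6% in these data, passing the limit was not always enough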;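 note: 100% uses oxytocin at 75 nM as the full agonist control; some results filed as inactive read as strong as hits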
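System: human OTR in CHO cells; Also added: sub-maximal oxytocin, roughly EC15; Timing: compound 6 min at room temperature before oxytocin, 100 s read; Technique: Fluo-8 intracellular calcium fluorescence, ex 470-495, em 515-575 nm; Controls: oxytocin EC15 low and EC100 high; Replication: singlicate.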
Active calls of the source: *; nt = no result given.

SMILES	PfM18AAP inh	MEKK2wt PB1 HTS	V1aR counter	NALP1 yeast inh	GPR7 antag	OXTR agonist	GalR3 antag	MEKK2 mut-MEK5	OXTR potentiate
O=C(c1ccc(Cl)cc1)c1c[nH]c(C(=O)C(Cl)(Cl)Cl)c1	-4	100	0.5	8	-1	0.6	-3	4	-5
Cc1ccc(F)cc1NC(=O)CSc1nc(Nc2ccccc2)nc(N2CCOCC2)n1	-2	106	2.0	5	-3	-0.1	-3	8	1
C/C(CC(=O)Nc1ccc(N(C)C)cc1)=N\NC(=O)c1ccc(Cl)cc1	9	99	-0.2	5	18	-0.9	-9	-3	-12
COc1ccc(CCNC(=O)CCc2ccc(S(=O)(=O)NC(C)C)cc2)cc1	1	108	1.5	30	3	1.5	1	0	1
O=C1OC(NC(=O)c2ccccc2)C(N2CCOCC2)=C1Cl (stereo not drawn)	-12	96	-0.3	28	-4	0.3	-2	1	-2
O=C(O)C1CC(=O)N(CCc2c[nH]c3ccccc23)C1 (stereo not drawn)	-6	108	1.0	6	2	-0.2	-4	5	-5
Cc1ccc(-c2csc3ncnc(Oc4ccc5c(C)cc(=O)oc5c4)c23)cc1	0	94	-0.6	29	-8	-1.6	-2	-1	-7
CCOc1ccccc1/C=N/NC(=O)c1cc(C(C)C)[nH]n1	5	98	3.0	18	-5	2.1	-4	-5	-8
O=C(OCC(=O)N1CCCC1)c1cncc(Br)c1	-9	nt	2.2	32	4	1.0	-1	nt	-1
C/C(Cl)=C\Cn1c(NCCc2ccccc2)nc2c1c(=O)n(C)c(=O)n2C	1	100	1.0	3	-1	-0.9	-10	1	-1
CCn1ccnc1CNC(=O)c1ccc2oc(C(C)C)nc2c1	-2	106	0.1	10	-9	-0.9	0	6	2
COc1ccc(C(=O)N2CCCC(Nc3ccc(C(C)C)cc3)C2)c(OC)n1 (stereo not drawn)	-4	101	0.8	4	-17	-1.5	-4	6	6
N[C@@H](Cc1ccccc1)c1nnc2sc(SCc3ccccc3)nn12	9	101	1.3	-3	-3	0.7	0	-1	-10
CCOCCCNC(C(=O)Nc1ccc(OC)c(Cl)c1)c1ccccc1 (stereo not drawn)	-2	100	-0.9	-2	-6	0.5	1	-3	3
Cc1cc(NC(=O)Cn2cnc3sc(C)c(-c4ccccc4)c3c2=O)no1	3	95	nt	2	2	nt	-4	-4	nt
O=C(C1CC(c2ccccc2O)=NO1)N1CCCC1 (stereo not drawn)	3	nt	0.8	2	-16	-0.6	-4	nt	-8
COC(=O)c1sccc1NC(=S)OC	8	96	0.2	-5	-8	-1.0	8	-2	-2
CCOC(=O)C1=C(COC(=O)CSc2ccc(C)cc2)NC(=O)NC1C (stereo not drawn)	nt	nt	1.5	nt	nt	-0.1	-3	nt	-7
Cc1ccsc1C(=O)OCC(=O)Nc1nnc(-c2ccccc2)o1	nt	nt	1.3	nt	nt	-0.7	-1	nt	-3
COc1ccccc1N1CCN(C(=O)CN(c2ccccc2OC)S(=O)(=O)c2ccccc2)CC1	3	98	0.8	16	-24	0.3	-5	2	-2
O=C(Nc1cccc(-c2nnc(-c3ccccc3)o2)c1)C1CC1	-6	95	0.4	12	-11	-1.5	-5	-2	-17
CCN(C(=O)CSc1nc(C)nc2sc(C)c(C)c12)c1ccc(F)cc1	nt	nt	-0.5	nt	nt	0.2	-4	nt	-2
CCC(=O)c1ccc(NC(C)=O)cc1O	-1	101	-0.3	8	-14	-0.1	-1	8	2
C#CCNC(=O)/C=C/c1ccc(OC)cc1	1	101	5.4	28	-1	0.1	2	-3	1
COc1cc2c(cc1OC)CN(S(C)(=O)=O)CC2	0	104	0.3	0	-13	-0.7	1	12	-1
CCC[N+]1(CC#CC(O)(c2ccccc2)C2CCCCC2)CCCCC1 (stereo not drawn)	9	100	-1.5	13	2	0.7	-4	1	-2
CCOC(=O)c1c(C=O)c(C)n(Cc2ccc(Cl)cc2)c1C	1	93	0.4	-3	4	-2.7	-7	1	-11
COCCN1C(=O)c2[nH]nc(-c3ccccc3O)c2C1c1ccc(OC)cc1 (stereo not drawn)	7	99	1.2	-6	-17	6.2	-5	-1	-3
O=[N+]([O-])c1cc(/C=N\Nc2nc(-c3ccccc3)cs2)ccc1O	14	82	2.3	-5	-13	3.6	-5	-11	-17
COc1cc(/C=N/NC(=O)c2cc(-c3ccccc3C)nc3ccccc23)cc(OC)c1O	nt	nt	-0.2	nt	nt	0.1	1	nt	-9
COc1ccc(OCCC(=O)Nc2ccccc2)cc1	1	101	0.0	22	-6	-0.7	-3	0	-5
COC(=O)c1cn(Cc2cccc(C)c2)nn1	-4	99	13	26	0	-0.4	0	0	-6
Cc1ccc(NC(=O)C2CCCNC2=O)nc1 (stereo not drawn)	-3	117	0.6	4	-8	1.6	-4	8	-10
O=c1onc(-c2ccccc2Cl)n1-c1ccccc1Cl	nt	nt	1.4	nt	nt	0.4	-5	nt	-6
CC(Sc1ccc(S(=O)(=O)N2CCOCC2)cn1)c1ccccc1Cl (stereo not drawn)	nt	nt	1.0	nt	nt	-0.6	-6	nt	-9
C=CCNCCOc1c(C)cc(C)cc1Cl	1	92	1.0	29	-6	2.1	-6	-5	-1
COc1cccc(C(=O)NOCc2ccc(C)cc2)c1OC	nt	nt	0.2	nt	nt	-0.2	-3	nt	-8
CCN1CCN(C(c2cccnc2)c2c(NC(=O)c3ccco3)sc(C)c2C)CC1 (stereo not drawn)	nt	nt	-0.3	nt	nt	0.5	-4	nt	-1
Cc1ccc2nc(-c3ccc(NC(=O)CCN4C(=O)c5ccccc5C4=O)cc3)sc2c1	-2	113	0.1	21	1	0.9	-2	18	-7
NCCCC[C@@H](C(=O)N1CCNCC1)n1cc([C@@H](N)CC(N)=O)nn1	nt	nt	1.7	nt	nt	0.4	-7	nt	0
Cc1c(=O)n(OCc2ccccc2F)c2ccccc2[n+]1[O-]	10	107	-1.0	11	-7	0.2	-1	11	-6
CSc1sc(C#N)c2c1/C(=N\O)CCC2	-8	90	0.7	6	-16	0.9	-3	-23	-2
Cc1cc(Cl)ccc1NC(=O)CN1C(=O)NC2(CCCc3ccccc32)C1=O (stereo not drawn)	nt	nt	0.7	nt	nt	2.3	-5	nt	-14
Cc1cc(C)n(S(=O)(=O)c2cc(C)c(C)cc2C)n1	0	99	-1.3	nt	-11	-2.4	-2	1	0
CCCCSc1nnc(-c2ccccc2)c2ccccc12	0	96	-1.0	34	-12	-1.5	-6	12	-3
Cc1ccc(NS(=O)(=O)c2ccc(C(C)C)cc2)cc1S(=O)(=O)N1CCOCC1	nt	nt	4.2	nt	nt	1.3	-2	nt	-8
CN1CCSc2ccc(C(=O)Nc3cc(F)ccc3F)cc21	4	98	-1.5	2	-14	2.0	-5	-3	0
CCNC(=O)CSc1nc2ccccc2c(=O)n1CCCOC(C)C	1	108	0.7	5	-6	-1.6	1	5	-9
CCOc1ccccc1CNCCO	-4	95	0.0	-7	-1	0.0	-6	3	6
O=C(Nc1ccccc1N1CCOCC1)c1cccnc1Cl	4	75	-0.8	8	4	0.2	-3	-25	-4
Going on with the list.
SMILES	PfM18AAP inh	MEKK2wt PB1 HTS	V1aR counter	NALP1 yeast inh	GPR7 antag	OXTR agonist	GalR3 antag	MEKK2 mut-MEK5	OXTR potentiate
CCOC(=O)Nc1cccc(C(=O)O)c1	-12	95	-0.3	9	-3	0.2	-2	12	-4
CN(C(=O)CSc1ncccc1C(=O)O)c1ccccc1	-11	101	0.4	6	-7	0.0	-4	-1	-4
O=C1CN(Cc2nc3cc(Cl)ccc3c(=O)[nH]2)CCN1	5	99	-0.7	nt	3	0.1	-6	-1	-3
C=CCc1ccc(OCCCCN2CC(C)OC(C)C2)c(OC)c1 (stereo not drawn)	15	117	-0.2	21	0	-0.4	-2	5	-9
CCC1CN(C(=O)NCc2ccc(C)cc2)c2cc(C)ccc2O1 (stereo not drawn)	12	99	nt	19	15	nt	-9	-2	nt
CSc1nc2ccc3nc(NC(=O)C4COc5ccccc5O4)sc3c2s1 (stereo not drawn)	5	111	0.1	24	-12	0.2	1	13	-5

13 entries out of the list, arranged by molecular weight, descending.
SMILES	PfM18AAP inh	MEKK2wt PB1 HTS	V1aR counter	NALP1 yeast inh	GPR7 antag	OXTR agonist	GalR3 antag	MEKK2 mut-MEK5	OXTR potentiate
Cc1ccc(NS(=O)(=O)c2ccc(C(C)C)cc2)cc1S(=O)(=O)N1CCOCC1	nt	nt	4.2	nt	nt	1.3	-2	nt	-8
CSc1nc2ccc3nc(NC(=O)C4COc5ccccc5O4)sc3c2s1 (stereo not drawn)	5	111	0.1	24	-12	0.2	1	13	-5
Cc1cc(Cl)ccc1NC(=O)CN1C(=O)NC2(CCCc3ccccc32)C1=O (stereo not drawn)	nt	nt	0.7	nt	nt	2.3	-5	nt	-14
C=CCc1ccc(OCCCCN2CC(C)OC(C)C2)c(OC)c1 (stereo not drawn)	15	117	-0.2	21	0	-0.4	-2	5	-9
CCC1CN(C(=O)NCc2ccc(C)cc2)c2cc(C)ccc2O1 (stereo not drawn)	12	99	nt	19	15	nt	-9	-2	nt
CN1CCSc2ccc(C(=O)Nc3cc(F)ccc3F)cc21	4	98	-1.5	2	-14	2.0	-5	-3	0
CN(C(=O)CSc1ncccc1C(=O)O)c1ccccc1	-11	101	0.4	6	-7	0.0	-4	-1	-4
Cc1c(=O)n(OCc2ccccc2F)c2ccccc2[n+]1[O-]	10	107	-1.0	11	-7	0.2	-1	11	-6
CCCCSc1nnc(-c2ccccc2)c2ccccc12	0	96	-1.0	34	-12	-1.5	-6	12	-3
O=C1CN(Cc2nc3cc(Cl)ccc3c(=O)[nH]2)CCN1	5	99	-0.7	nt	3	0.1	-6	-1	-3
Cc1cc(C)n(S(=O)(=O)c2cc(C)c(C)cc2C)n1	0	99	-1.3	nt	-11	-2.4	-2	1	0
CCOC(=O)Nc1cccc(C(=O)O)c1	-12	95	-0.3	9	-3	0.2	-2	12	-4
CCOc1ccccc1CNCCO	-4	95	0.0	-7	-1	0.0	-6	3	6

Bioassay records deposited in PubChem by several laboratories.
